Compound activity deposited in PubChem by National Center for Advancing Translational Sciences (NCATS).
GLS inhibitor – blocks human kidney-isoform glutaminase activity. O94925. GLS enzymatic activity, qHTS titration. Potency, µM (titrated, usually from 45.5 µM), inactives show at the highest dose activity change, negative = inhibition, usual class: inhibitors. 410,000 compounds, 0.21% hits; further: potency means the concentration at half of the fitted maximal effect; on the % scale 0 is the no-effect control and ±100 the full control effect
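Coupled fluorescence readout: glutamate oxidase/HRP/Amplex Red detect glutamate formed by hKGA from L-glutamine (1 mM solution added). Buffer 45 mM KH2PO4 pH 8.2, 0.02% Tween-20; reads at t0 and 30 min RT.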
G9a inh – blocks human histone lysine methyltransferase G9a | Potency, µM (top dose mostly 102 µM), inactives show at the top dose activity, negative = inhibition, usual class: inhibitors | 350,000 compounds, 8.8% hits | G9a H3K9 monomethylation, AlphaScreen, 2 h | Q96KQ7; further: potency means the concentration at half of the fitted maximal effect; on the % scale 0 is the no-effect control and ±100 the full control effect; nearly all actives have a fitted effect of over 75% in size
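Compounds were preincubated with 20 nM G9a for 15 min, after which biotinylated H3K9 peptide (500 nM) and SAM (20 uM) started a 2 h room-temperature reaction. Monomethylated product was quantified by antibody-based AlphaScreen chemiluminescence.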
PGK inhibitor – inhibitors of T. brucei phosphoglycerate kinase | PGK/GAPDH coupled, Kinase-Glo luminescence, 60 min | Potency, µM (series often up to 57.5 µM), inactives show at the highest dose activity change, negative = inhibition, most hits filed as inhibitors | 380,000 compounds, 0.043% hits | AID 602233; further: potency means the concentration at half of the fitted maximal effect; on the % scale 0 is the no-effect control and ±100 the full control effect; nearly all actives have a fitted effect of over 60% in size
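Recombinant glycosomal PGK reaction used 1,3-bisphosphoglycerate generated in-well by GAPDH (100nM final) in 100mM TEA pH 7.6, 5mM MgCl2, 0.01% Tween-20. After 60 minutes at room temperature, ATP was read by Kinase-Glo Plus luminescence end-point.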
HP1b chromo inh – blocks HP1-beta chromodomain binding to methylated histone tails; P83916; AlphaScreen HP1-beta / biotin-H3K9me3 peptide binding; Potency, µM (top dose mostly 114 µM), without a hit: at the top dose activity change, negative = inhibition, hits mostly inhibitors; 390,000 compounds, 0.56% hits; AID 540317; further: potency means the concentration at half of the fitted maximal effect; nearly all actives have a fitted effect of over 70% in size; inactives centre near 23
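HP1-beta protein (50 nM final) preincubated 30 min at room temperature with biotinylated H3(1-18)K9me3 peptide (50 nM) in PBS pH 7.4, 0.01% Tween-20, then compound added for 30 min. AlphaScreen streptavidin donor/nickel chelate acceptor beads (10 ug/mL final), 30 min dark, luminescence read.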
PI4K2A inh – PI4K2A (human) kinase inhibition. Q9BTU6. purified PI4K2A, ADP-Glo luminescence, 1 h; active compounds read low. activity change, negative = inhibition, % at 76.9 µM. 420,000 compounds, 0.13% hits. AID 1346378; in the data active means activity change below about -50%; inconclusive means mostly about -30% to -49%;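 further: -100% = wells without enzyme as full effect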
Target sequence (Q9BTU6 whole entry, looked up): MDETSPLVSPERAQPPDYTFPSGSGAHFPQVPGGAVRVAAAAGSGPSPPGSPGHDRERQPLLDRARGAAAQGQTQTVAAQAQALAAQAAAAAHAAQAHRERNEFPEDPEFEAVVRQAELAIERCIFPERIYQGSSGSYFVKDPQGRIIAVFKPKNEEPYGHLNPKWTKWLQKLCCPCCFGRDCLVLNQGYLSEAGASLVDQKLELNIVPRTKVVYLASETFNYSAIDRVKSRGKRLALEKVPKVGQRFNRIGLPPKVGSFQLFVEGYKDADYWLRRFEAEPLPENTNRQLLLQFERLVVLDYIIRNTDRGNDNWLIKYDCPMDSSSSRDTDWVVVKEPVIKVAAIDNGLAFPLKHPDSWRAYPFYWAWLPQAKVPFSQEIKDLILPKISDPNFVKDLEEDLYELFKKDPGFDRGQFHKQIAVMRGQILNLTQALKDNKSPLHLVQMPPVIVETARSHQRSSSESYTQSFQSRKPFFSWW
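In this quantitative HTS, ADP production by PI4K2A was quantified luminescently after 1 h at ambient temperature; 100 microM adenosine served as plate-quality control.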
BAZ2B inh – inhibitors of human BAZ2B bromodomain; Q9UIF8; AlphaScreen BAZ2B-H3K14Ac peptide displacement; Potency, µM (titrated, usually from 114 µM), for inactives: at the top dose activity change, negative = inhibition, hits mostly inhibitors; 360,000 compounds, 4.4% hits; further: potency means the concentration at half of the fitted maximal effect; on the % scale 0 is the no-effect control and ±100 the full control effect; nearly all actives have a fitted effect of over 60% in size
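Compounds, titrated to a top concentration of 110 uM, were incubated 30 min at room temperature with preformed BAZ2B/acetyl-K14 H3 peptide complex (50 nM each). Proximity signal was measured by AlphaScreen after 20 min with beads.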
JMJD2A Tudor inh – blocks the human JMJD2A Tudor domain | AlphaScreen JMJD2A-Tudor / H3K4me3 peptide binding | Potency, µM (titrated, usually from 114 µM), without a hit: top-dose activity change, negative = inhibition, usual class: inhibitors | 390,000 compounds, 4.4% hits; further: potency means the concentration at half of the fitted maximal effect; on the % scale 0 is the no-effect control and ±100 the full control effect; nearly all actives have a fitted effect of over 50% in size
Pin1 inhibitor – human Pin1 inhibition | AID 504891 | Pin1 FP peptide displacement, HiFluor488, 10 min | Potency, µM (doses to about 115 µM), without a hit: top-dose activity, negative = inhibition, actives largely listed as inhibitors | Q13526 | 390,000 compounds, 0.009% hits; active means well fitted inhibition curve with a large enough effect in the polarisation, with a control signal flat, not every such curve was filed as active; inconclusive means small, poorly fitted or top-dose-only effect, or effect the other way, or a change in a side signal; inactive means no such curve, though single readings can be large or run the other way; the % refers to the polarisation; further: potency means the concentration at half of the fitted maximal effect; on the % scale 0 is the no-effect control and ±100 the full control effect
ERG-DNA inh – blocks human ERG Ets domain binding to DNA. P11308. fluorescence polarization, His-ERG Ets domain / labelled DNA. Potency, µM (titrated, usually from 76.9 µM), inactives show top-dose FP activity, negative = inhibition, actives largely listed as inhibitors. 370,000 compounds, 0.028% hits. AID 624246; active means well fitted inhibition curve with a large enough effect in the polarisation, with a control signal flat; inconclusive means small, poorly fitted or top-dose-only effect, or effect the other way, or a change in a side signal; inactive means no such curve, though single readings can be large or run the other way; the % refers to the polarisation;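 further: polarization taken with two DNA probes labelled with fluorescein and Texas red; potency means the concentration at half of the fitted maximal effect; % of control where 0% means no effect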
Target sequence (P11308 whole entry, looked up, the tested form may be a part): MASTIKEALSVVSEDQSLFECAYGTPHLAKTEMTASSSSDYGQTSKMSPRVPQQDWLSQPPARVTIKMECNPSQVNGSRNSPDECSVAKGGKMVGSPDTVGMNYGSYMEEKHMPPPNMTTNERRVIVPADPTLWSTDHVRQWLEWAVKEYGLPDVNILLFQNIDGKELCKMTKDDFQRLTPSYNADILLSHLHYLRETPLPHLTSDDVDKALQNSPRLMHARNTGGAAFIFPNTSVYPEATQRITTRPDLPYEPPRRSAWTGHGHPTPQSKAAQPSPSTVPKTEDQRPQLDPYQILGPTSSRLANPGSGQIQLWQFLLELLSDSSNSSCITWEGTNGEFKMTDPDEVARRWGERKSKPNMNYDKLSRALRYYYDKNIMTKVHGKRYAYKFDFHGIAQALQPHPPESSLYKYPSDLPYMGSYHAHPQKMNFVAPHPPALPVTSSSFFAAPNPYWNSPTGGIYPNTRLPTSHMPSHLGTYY
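His-tagged ERG Ets domain (1 uM in the protein solution; 300mM KCl, 50mM Tris-HCl, 1mM EDTA, 1mM DTT, pH 7.5) received compound, then a probe mix of 5 nM fluorescein-DNA and 100nM Texas-615-DNA. Fluorescence polarization was read for both dyes.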
* hit, by the source's call; i = inactive; ? = inconclusive; . = not tested or not shown; & = joins results of further samples; [ ] = another dose, or the depositor's remark. Unless noted, the call rests on the fitted dose curve; in most records, active means well fitted curve in the direction sought with a large enough effect; inconclusive means small, poorly fitted or top-dose-only effect, or another doubt; inactive means no such curve, though single readings can be large; an effect the other way counts as inactive or inconclusive.

ERG-DNA inh	G9a inh	Pin1 inhibitor	GLS inhibitor	HP1b chromo inh	JMJD2A Tudor inh	canonical_smiles	PI4K2A inh	PGK inhibitor	BAZ2B inh
0%	15%[12.7 µM]	7%	0%	44%[activator]	-9%	Cc1nn(Cc2ccccc2Cl)c(C)c1C(=O)N(C)CC(=O)Nc1cccc(F)c1	-3	2%	0%
4%	.	13%	-3%	42%	-18%	CC(C)(C)OC(=O)N(CCc1ccccc1)Cc1ccccc1OCc1cccc(NC(=O)/C=C/c2ccccc2)c1	-2	-10%	.
4%	14%	-8%	1%	31%	2%	CCC(=O)Nc1cc(ON=C(C)C)cc([N+](=O)[O-])c1	-1	4%	-29%
3%	10%[59 µM]	-7%	1%	6%[57 µM]	-24%	CC(C)NC(=O)CCCN1C(=O)CCn2nc(-c3cccn3C)cc21	-4	5%	-10%
8%	38%[59 µM]	-5%	1%	38%	-3%	COC(C/C=C/[C@@H](O)COCc1ccccc1)OC	8	8%	2%
-5%	50µM*	-7%	-3%	28%	-2%	COc1ccc(C(C)=O)cc1COC(=O)CNC(=O)c1ccc(Cl)cc1	-3	3%	-3%
-6%	?	-1%	52%[activator]	28%	5%	CCCCc1n[nH]c2c1/C(=N/O)CC(C)(C)C2	-2	-9%	-1%
-10%	18µM*	8%	-6%	?	?	CCOC(=O)c1c(-c2ccco2)csc1N	-2	-2%	-13%
-10%	-26%	2%	10%	7%	-6%	CC1CC(C)CN(C(=O)COC(=O)C2CCN(S(=O)(=O)c3c(Cl)cccc3Cl)CC2)C1 (stereo not drawn)	-6	-6%	-36%
8%	.	7%	2%	34%	-3%	COC(=O)C1=C(C(=O)OC)[C@@H]2Nc3ccccc3[C@@]23C[C@@H](C(=O)OC)N(C(=O)c2ccco2)C3=N1	-1	-6%	.
2%	3%[59 µM]	28%	0%	34%	-10%	Cc1ccc(OCC(=O)N/N=C\c2ccc(C)o2)c([N+](=O)[O-])c1	4	-2%	?
1%	.	-3%	-2%	9%	-2%	COCC1=C(C(=O)OC)C(c2ccco2)n2ncnc2N1 (stereo not drawn)	-5	i	-10%
-4%	.	4%	1%	35%	1%	COc1ccc([C@@H]2COc3c(ccc4c3C=CC(C)(C)O4)C2)c(OC)c1	3	9%	.
17%	.	-2%	-11%	6%[57 µM]	-13%	O=C(O)C(Oc1ccc(Cl)cc1)c1ccc(Cl)cc1 (stereo not drawn)	3	i	.
-13%	-2%	0%	3%	13%	-1%	Cc1ccsc1/C=N/NC(=O)c1cccnc1	-2	-2%	-5%
0%	.	-10%	-2%	13%	-10%	CCOC(=O)C1CCCN(C(=O)c2cccc(NC(=O)C(CC)CC)c2)C1 (stereo not drawn)	3	-2%	1%
-7%	-13%[59 µM]	-2%	4%	-1%	-13%	CC(C)N(CC(N)=O)C(=O)Cc1coc2cc3c(cc12)CCC3	5	-6%	-7%
-4%	-10%	7%	10%	13%	?	Cc1nc(N2CCN(c3ccccn3)CC2)c2c(C)c(C(=O)Nc3ccc(F)cc3)sc2n1	-2	-8%	-1%
-2%	?	-4%	0%	-16%	?	Cc1cccc(N2CCN(C3(c4ccccc4)C(=O)c4ccccc4C3=O)CC2)c1C	-1	-3%	-17%[57.1 µM]
-3%	6%[59 µM]	-4%	-1%	15%	-16%	COc1cc(NC(=O)CCCc2nnc3n(C)c(=O)c4sccc4n23)cc(OC)c1OC	2	-8%	-3%
3%	?	-2%	-5%	33%[activator]	79µM*	O=C(COc1ccccc1)Nc1nn[nH]n1	-3	i	79µM*
4%	?	?	13%	17%	-35%	CCN1CCc2c(sc(NC(=O)c3ccc(S(=O)(=O)N(C)C4CCCCC4)cc3)c2C(N)=O)C1	4	-4%	-19%
-18%	-32%	-3%	?	-15%	?	Cc1sc2nc[nH]c(=S)c2c1-c1ccccc1	-3	-8%	-27%
2%	-6%	0%	-2%	36%	-13%	COc1cccc2cc(C(=O)Nc3cc(C)cc(C)c3)/c(=N/NS(=O)(=O)c3ccccc3)oc12	-3	1%	-14%
0%	-1%	3%	8%	28%	-13%	O=C(CCNc1cccc(Cl)c1)c1ccco1	3	-2%	4%
-6%	13%[0.501 µM]	-1%	-12%	35%	-16%	CCOC(=O)c1ccc(NC(=O)Cn2nc(C)c3ccccc3c2=O)cc1	3	-2%	6%
-9%&6%	4%	3%&-2%	-12%&-5%	15%[57 µM]	-4%&0%	CCc1nonc1NC(=O)c1oc2ccc(F)cc2c1C	4&-3	i	-15%&2%
-9%	33%[12.7 µM]	-1%	-3%	141%[activator]	64%[activator]	Cc1ccc(C)c(NC(=O)c2sc(Cl)nc2-c2ccccc2)c1	-3	-7%	35%[activator]
21%	9%	11%	-4%	-7%	-24%	Cc1cc(C)cc(NC(=O)Nc2ccc3c(c2)N(C)C(=O)CS3)c1	-13	-1%	12%
7%	27%[59 µM]	8%	16%	47%[activator]	-13%	Nc1nc(SCC(=O)NCc2ccccc2Cl)[nH]c(=O)c1NC(=O)c1ccccc1F	-6	-3%	4%
11%	4%	-2%	-7%	50%[activator]	-10%	Cc1ccc(NC(=O)c2cccc(NC3=NC4CS(=O)(=O)CC4S3)c2)cc1C (stereo not drawn)	7	0%	3%
5%	-2%[59 µM]	-3%	-1%	17%	-15%	Nc1ccc(S(=O)(=O)c2cccc(N)c2)cc1	3	-2%	-3%
4%	1%[59 µM]	13%	2%	27%	-2%	O=C(CCCCn1c(=O)c2ccccc2n(CC(=O)Nc2cccc(F)c2)c1=O)NCc1ccccc1Cl	1	-11%	4%
-3%	-6%[59 µM]	1%	-10%	13%	-19%	Cc1cccc(-c2noc(CCC(=O)NCc3ccco3)n2)c1	4	-4%	-12%
2%	16%[59 µM]	-4%	-2%	43%[activator]	26%	CN(C)C(=S)SCC(=O)Nc1ccc(Cl)cc1Cl	-3	-1%	15%
-4%	-45%	3%	13%	30%	-10%	CCNCc1ccc(OCc2cccs2)c(OCC)c1	0	-4%	4%
-1%	9%[59 µM]	10%	3%	49%[activator]	0%	Cc1cccc(N2CCN(C(=O)c3cc4c(=O)oc5ccccc5c4s3)CC2)c1C	2	-8%	8%
2%	-4%	-5%	-5%	-10%	-9%	O=C(O)CCCNc1ccc(S(=O)(=O)N2CCCCC2)cc1	-6	-7%	-2%
7%	-29%[12.7 µM]	4%	-7%	13%	-10%[57.1 µM]	COC(=O)c1cccc(S(=O)(=O)N2CCC(n3nnc4cc(F)ccc43)CC2)c1	-18	-1%	16%
?	?	-8%	11µM*	17%	-23%	NC(=O)c1ccc(N2CCN(c3ccccc3O)CC2)c([N+](=O)[O-])c1	4	-2%	?
-3%	15%	1%	-2%	25%	2%	O=C(CC1SC(=NCC2CCCO2)NC1=O)Nc1cc([N+](=O)[O-])ccc1Cl (stereo not drawn)	6	-6%	.
8%	10µM*	-3%	-2%	-23%	?	Cc1cc(C)c(NC(=S)NCC2CCN(C(C)c3ccccc3)C2)c(C)c1 (stereo not drawn)	4	-8%	-11%
-11%	32%	5%	-9%	20%	-8%	O=C(Nc1ccc(Cl)cc1)N1CCC(c2nc(-c3ccccc3Cl)no2)CC1	0	i	-2%
4%	-29%[59 µM]	-8%	-3%	0%[57 µM]	-28%	Cc1ccc(Cn2c(CO)cnc2SCC(=O)NCc2ccccc2Cl)cc1	-6	-1%	?
0%	-9%	-8%	9%	5%	-4%	CCOC(=O)NNC(=S)Nc1c(C)n(C)n(-c2ccccc2)c1=O	-3	i	3%
-9%	-6%	-2%	0%	?	-11%	Cc1ccc(-c2onc3ccc(Br)cc23)cc1	-3	-1%	-2%
-9%	?	-4%	18%	55%[activator]	1%	CC(=O)c1cccc(Nc2ccc3cc(S(=O)(=O)N4CCCC4)ccc3n2)c1	-1	3%	3%
-5%	21%	1%	2%	14%	-10%	CCOC(=O)N1N=C(C)CC1(O)c1ccc(Cl)cc1 (stereo not drawn)	-4	8%	0%
-4%	?	14%	0%	24%	-12%	CCOc1cccc(C2/C(=C(/O)c3ccc4c(c3)CC(C)O4)C(=O)C(=O)N2CCN2CCOCC2)c1 (stereo not drawn)	3	i	-10%[57.1 µM]
-9%	3.2µM*	?	11%	-24%	-34%[57.1 µM]	c1ccc2c(c1)CCN(c1nc3cc4c(cc3s1)OCO4)C2	-13	-19%	?

Following part.
ERG-DNA inh	G9a inh	Pin1 inhibitor	GLS inhibitor	HP1b chromo inh	JMJD2A Tudor inh	canonical_smiles	PI4K2A inh	PGK inhibitor	BAZ2B inh
-6%	50µM*	-8%	0%	20%	-29%	CC(=O)Nc1ccc(NC(=O)C(C)OC(=O)C2(c3ccc(Cl)cc3)CCCC2)cc1 (stereo not drawn)	1	-6%	-24%
8%	?	-1%	?	9%	-15%[11.4 µM]	NS(=O)(=O)c1ccc(CNC(=O)c2cnccn2)cc1	4	i	0%
-1%	-32%[59 µM]	?	-3%	-8%	?	CCCCC1=CC2=CC(=O)C(C)(OC(=O)CC)C(=O)C2=CN1Cc1ccc(OC)cc1 (stereo not drawn)	4	-8%	?
-4%	8.9µM*	1%	16%	-15%	13µM*	CCCCn1c(-c2c(Cl)c(C)nn2C)n[nH]c1=S	0	-1%	-22%
-3%	-9%	0%	7%	37%	-3%	CCc1noc(C)c1C(=O)N1CCN(S(=O)(=O)c2cccs2)CC1	-1	2%	4%
